Screens from PubChem.
CD11b adhes enh: increases human CD11b/CD18 adhesion to fibrinogen; P05107+P11215; K562 CD11b/CD18 adhesion to fibrinogen, ATPlite luminescence; activation, % at 10 µM; 93,000 tested, 0.07% active; AID 1499;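 active means 10 µM primary screen giving 50% or more activity, confirmed by 40% or more on retest at that dose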; further: strong numbers were not always called active
CYP2C19 act: activators of human cytochrome P450 2C19. recombinant CYP2C19, luciferin-H EGE luminescence; stronger effect = higher value; 0 = fully inhibited enzyme, 1 = untreated enzyme. 96,000 tested, under 10 active. activation factor at 5 µM. AID 1025;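 active means activation factor of at least 2 at 5 µM in the primary screen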;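 further: 0 = wells with 2.5 mM tranylcypromine and 1 = vehicle-only wells; values of inactives mirror those of a sister screen read the other way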
Target sequence (P33261 whole entry, looked up): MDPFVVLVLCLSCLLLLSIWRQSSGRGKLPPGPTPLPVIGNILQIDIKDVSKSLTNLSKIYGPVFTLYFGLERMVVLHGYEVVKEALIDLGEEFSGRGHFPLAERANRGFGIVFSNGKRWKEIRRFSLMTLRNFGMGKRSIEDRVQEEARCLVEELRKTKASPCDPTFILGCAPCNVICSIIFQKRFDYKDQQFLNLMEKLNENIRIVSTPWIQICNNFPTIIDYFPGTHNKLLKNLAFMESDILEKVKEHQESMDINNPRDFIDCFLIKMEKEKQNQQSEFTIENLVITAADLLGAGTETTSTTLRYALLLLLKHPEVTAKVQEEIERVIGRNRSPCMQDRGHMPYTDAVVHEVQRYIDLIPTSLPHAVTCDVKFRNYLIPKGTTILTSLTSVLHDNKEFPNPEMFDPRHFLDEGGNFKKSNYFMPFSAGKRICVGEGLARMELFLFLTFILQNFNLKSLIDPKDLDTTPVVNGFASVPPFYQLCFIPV
H69AR inhibit: blocks growth of human H69AR lung tumor cells; 85,000 tested, 6% active; AID 598; H69AR lung tumor viability, ATP luminescence, 72 h; stronger effect = lower value; viability, % at 10 µM;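 active means viability at or below 40%; inactive means viability above 40%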;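 further: multidrug resistant small cell line overexpressing MRP-1 efflux transporter; 100% = mean luminescence of untreated control wells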
CD11b adhes inh: inhibitors of human CD11b/CD18 binding to fibrinogen. K562 CD11b/CD18 adhesion to fibrinogen, ATPlite luminescence; Mn2+ added to activate the integrin. inhibition, % at 10 µM. AID 1497. 93,000 tested, 0.54% active;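 active means primary inhibition of 50% or more at 10 µM, then 40% or more on retest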; further: some results filed as inactive read as strong as hits
Lung fibro prol: blocks proliferation of human lung fibroblasts | LL 47 human lung fibroblast viability, ATP luminescence; stronger effect = lower value | viability, % at 10 µM | 85,000 tested, 1.1% active | AID 719;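 active means viability at or below 50% in the single dose screen; inactive means viability above 50%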;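 further: compound exposure lasted 72 h before the ATP readout; 100% = median luminescence of untreated cell-only wells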
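Assay system: human lung fibroblast line LL 47, low passage. Input: 1,150 fibroblasts seeded per well. Times: overnight cell rest, 72 h compound treatment at 37 °C. Evaluation: % viability of median cell-only signal. Technique: luminescent ATP detection, CellTiter-Glo. Control set: cell-only wells, no compound.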
HUVEC prolif 384: human endothelial cell proliferation inhibition. HUVEC proliferation, CellTiter-Glo luminescence, 72 h; stronger effect = lower value. viability, % at 10 µM (by protocol). 86,000 tested, 1.1% active;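 active means viability at or below 30%; inactive means viability above 30%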;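 further: 100% = median luminescence of DMSO-only cell control wells on each plate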
CYP2C19 inh: human CYP2C19 inhibition; inhibition, % at 5 µM; AID 778; CYP2C19 Supersomes, luciferin-H EGE luminescence, 30 min; 96,000 tested, 21% active; P33261;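 active means CYP2C19 inhibition above a set limit at 5 µM in the primary screen, cut at about 50% in these data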;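 further: plate controls were negative control wells for no effect and 2.5 mM tranylcypromine positive control for full effect; values of inactives mirror those of a sister screen read the other way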
* marks the source's active call; other numbers are inactive results; x = no result given. An excerpt; the hit share may differ from the screen's.

cpd	SMILES	CYP2C19 act	CYP2C19 inh	Lung fibro prol	HUVEC prolif 384	CD11b adhes inh	H69AR inhibit	CD11b adhes enh
1	Cc1sc(NC(=O)CN(Cc2ccc(F)cc2)C(=O)C(C)C)c(C(N)=O)c1C	0.5	51*	x	x	x	x	x
2	Cn1cnnc1SCC(=O)Nc1ccc2c(c1)CCC2	0.6	36	x	x	x	x	x
3	CCOc1ccc(N/N=C(/C#N)C(N)=O)cc1	1	2	x	x	x	x	x
4	CCOc1ccc(C(=O)O)cc1OC	1.1	-14	x	x	x	x	x
5	CCOC(=O)C(NC(=O)c1ccc(Cl)cc1Cl)(Nc1ccc(C)cc1)C(F)(F)F (stereo not drawn)	0.1	91*	x	x	x	x	x
6	CCOC(=O)c1c(-c2ccc(OC)cc2)csc1NC(=O)CNCc1ccco1	0.5	53*	x	x	x	x	x
7	C/C(CCc1ccco1)=N/NC(=O)CCC(=O)Nc1cccc(Cl)c1	0.7	29	x	x	x	x	x
8	O=[N+]([O-])/C=C/c1cn(Cc2ccc(F)cc2)c2ccccc12	0.5	46	x	x	x	x	x
9	CC(C)C(=O)Nc1ccc(C(=O)NNC(=O)c2ccco2)cc1	1	0	x	x	x	x	x
10	Cc1nn(Cc2c(F)c(F)c(F)c(F)c2F)c(C)c1NC(=O)c1cccc(COc2ccc(Cl)cc2)c1	0.9	10	x	x	x	x	x
11	O=C(NNC(=S)Nc1ccccc1)C1CC1	1	3	x	x	x	x	x
12	O=C(c1ccc(N2CCCCC2)c([N+](=O)[O-])c1)N(Cc1ccccc1)c1ccccn1	0.9	12	x	x	x	x	x
13	Clc1cc(Sc2ccc(Br)cc2)nnc1-c1ccccc1	0.5	54*	x	x	x	x	x
14	Clc1ccc(-c2cc(COc3ccc4ccccc4c3)no2)cc1	0.8	22	x	x	x	x	x
15	CCCc1cc(=O)oc2cc(OCc3cc(OC)c(OC)c(OC)c3)c(Cl)cc12	0.8	23	x	x	x	x	x
16	O=C(N/N=C/c1ccc(Cl)cc1)Nc1ccccc1	1	-4	x	x	x	x	x
17	Cc1cc2nc(CCN(Cc3cccnc3)C(=S)Nc3ccc(F)cc3)[nH]c2cc1C	1.1	-13	x	x	x	x	x
18	O=S(=O)(c1ccc(F)cc1)N1CC2CCCN2c2ccc(C(F)(F)F)cc21 (stereo not drawn)	0.5	48	x	x	x	x	x
19	COc1cc(NC(=O)c2ccc(Cl)cc2Cl)ccc1-c1cc2ccccc2oc1=O	0.6	38	x	x	x	x	x
20	Cc1ccccc1SCc1noc(C(=O)NCC2CCCO2)c1C(=O)O (stereo not drawn)	0.8	16	x	x	x	x	x
21	C/C(CC(=O)Nc1ccccn1)=N\NC(=O)C(=O)Nc1cccc(Cl)c1C	0.9	8	x	x	x	x	x
22	Cc1cc(Cl)ccc1OC(C)C(=O)Nc1ccc(S(=O)(=O)Nc2cnc3ccccc3n2)cc1 (stereo not drawn)	1	-4	x	x	x	x	x
23	Cc1nnc(NC(=O)c2cccc(F)c2)s1	1	3	x	x	x	x	x
24	CCN(CC)NC(=S)Nc1ccccc1	0.7	28	x	x	x	x	x
25	COC(=O)Cn1cnc(=O)c(C#N)c1/C=C/N(C)C	1.1	-14	x	x	x	x	x
26	COc1ccc2c(c1)nc(SCC(=O)c1cccs1)n2C	0.5	51*	x	x	x	x	x
27	CC1CCCN(Cc2c(O)ccc3c(=O)c(-c4nc5ccccc5s4)c(N)oc23)C1 (stereo not drawn)	0.7	26	x	x	x	x	x
28	CSc1ccccc1-c1nnc(-c2ccc(C)cc2)o1	0.9	13	x	x	x	x	x
29	CC(C)CNC(=S)NC1CC2CCCC(C1)N2Cc1ccco1 (stereo not drawn)	1.1	-10	x	x	x	x	x
30	COc1ccc(C(=O)NN)cc1COc1ccc(Br)cc1	0	96*	x	x	x	x	x
31	CCOC(=O)C1=NOC(CNC(=O)C2=NOC(CNC(=O)c3c(-c4ccccc4Cl)noc3C)C2)C1 (stereo not drawn)	1	1	x	x	x	x	x
32	CCOC(=O)COc1cc(N2C(=O)CSCC2=O)c(Cl)cc1Cl	0.8	16	x	x	x	x	x
33	CCn1c(O)c(/C=C2\C=Nc3ccccc32)sc1=Nc1ccccc1	0.9	13	x	x	x	x	x
34	CCOC(=O)Cn1c(S(=O)(=O)Cc2ccc(Cl)cc2)nc(-c2ccccc2)c1-c1ccccc1	0.5	48	x	x	x	x	x
35	CC(C)NS(=O)(=O)c1ccc(NC(=O)C2CC3C=CC2C3)cc1 (stereo not drawn)	0.8	16	x	x	x	x	x
36	Cc1cccc(NC(=O)/C=C/c2cccs2)n1	0.8	16	x	x	x	x	x
37	CCc1nc(SCC(=O)N2c3ccccc3CC2C)c2c(C)c(C)sc2n1 (stereo not drawn)	0.4	64*	x	x	x	x	x
38	COc1cc(C=O)ccc1OCCSc1ccc(Cl)cc1	0.9	9	x	x	x	x	x
39	Cc1ccc(/C=C(/C#N)c2nc(CCN3C(=O)c4ccccc4C3=O)cs2)cc1	0.5	53*	x	x	x	x	x
40	COc1ccc(-n2nnnc2-c2cnc(N3CCCC3)nc2C(F)(F)F)cc1	0.1	88*	x	x	x	x	x
41	CCOc1cc(C2CC(=O)NC3=C2C(=O)C(C(=O)OC)C(C)C3)cc(Cl)c1O (stereo not drawn)	0.9	14	x	x	x	x	x
42	CC(C)(C)c1ccc(CS(=O)(=O)CC2(O)CCN(C(=O)c3cccc(C(F)(F)F)c3)CC2)cc1	0.8	18	x	x	x	x	x
43	O=C(NCc1ccccc1)c1ccc(Cl)cc1[N+](=O)[O-]	0.6	44	x	x	x	x	x
44	CC1=C(C(=O)Nc2ccc(C)cc2C)C(c2ccc([N+](=O)[O-])cc2)n2ncnc2N1 (stereo not drawn)	0.8	16	x	x	x	x	x
45	CNC(=S)N1CCN(c2ccccc2OC)CC1	0.7	26	x	x	x	x	x

Full records, quoted from the list. Values in the order: CYP2C19 act | CYP2C19 inh | Lung fibro prol | HUVEC prolif 384 | CD11b adhes inh | H69AR inhibit | CD11b adhes enh
`CCOC(=O)COc1cc(N2C(=O)CSCC2=O)c(Cl)cc1Cl` reads 0.8 | 16 | x | x | x | x | x
`CCn1c(O)c(/C=C2\C=Nc3ccccc32)sc1=Nc1ccccc1` reads 0.9 | 13 | x | x | x | x | x

Continued.
cpd	SMILES	CYP2C19 act	CYP2C19 inh	Lung fibro prol	HUVEC prolif 384	CD11b adhes inh	H69AR inhibit	CD11b adhes enh
46	Cn1c2c(c(=O)n(C)c1=O)[C@@H]1c3c(ccc4ccccc34)OC[C@@H]1CO2	0.7	34	x	x	x	x	x
47	CNC(=S)Nc1ccc2nc(C)c(C)nc2c1	1	5	x	x	x	x	x
48	O=C(Nc1ccccc1-c1nnc(SCc2ccccc2)o1)c1ccccc1	0.8	16	x	x	x	x	x
49	O=C(NCc1ccccc1)C1CCCN(S(=O)(=O)c2cccc3nonc23)C1 (stereo not drawn)	x	x	106	91	x	97	x
50	CCOC(=O)Cc1nnc(NC(=O)c2ccccc2OCC)s1	x	x	105	101	x	87	x
51	Cc1cccc(NC(=O)C2CCN(S(=O)(=O)c3cccc4nsnc34)CC2)c1	x	x	110	99	x	83	x
52	CSc1nc2ccccc2n1CC(=O)Nc1ccc(C)c(C)c1	x	x	98	85	x	100	x
53	CCOC(=O)c1sc2ccc(S(=O)(=O)N3CC(C)CC(C)C3)cc2c1N (stereo not drawn)	x	x	100	97	x	56	x
54	CC1CCN(S(=O)(=O)c2cccc(C(N)=O)c2)CC1	x	x	107	103	x	103	x
55	COc1cc2[nH]c(=O)n3nc(-c4ccccc4)nc3c2cc1OC	x	x	112	87	x	46	x
56	Cc1ccc(NC(=O)CCNS(=O)(=O)c2cccc3nsnc23)cc1	x	x	106	98	x	97	x
57	CC(=O)N1CCCc2cc(S(=O)(=O)N3CCC(C)CC3)ccc21	x	x	106	96	x	95	x
58	Cc1nc2c(C(=O)NCCc3ccccc3Cl)c[nH]n2c(=O)c1Cl	x	x	101	93	x	94	x
59	CC(=O)Nc1ccc(S(=O)(=O)NCC2CCC(C(=O)NC3CCCCCC3)CC2)cc1 (stereo not drawn)	x	x	95	87	x	61	x
60	CC1=C(c2ccc(Cl)cc2)[N+](=O)C(C)(C)N1[O-]	x	x	109	108	x	92	x
61	CC1CCN(C2CC(=O)N(c3ccc(Br)cc3Br)C2=O)CC1 (stereo not drawn)	x	x	102	89	x	81	x
62	Cc1cc(NC(=O)c2ccccc2-c2ccccc2C(=O)O)no1	x	x	103	98	x	106	x
63	O=S(=O)(c1ccc(Br)cc1)N1CCCN(Cc2ccccc2F)CC1	x	x	93	94	x	79	x
64	COc1ccc(CN2CC(C(=O)NCCCN3CCN(Cc4ccccc4)CC3)CC2=O)cc1 (stereo not drawn)	x	x	107	90	x	105	x
65	COc1cc(/C=N/n2cnnc2)ccc1OCC(=O)N1CCOCC1	x	x	110	95	x	92	x
66	COc1cc(NS(=O)(=O)c2ccc(Cl)cc2)c(C(=O)O)cc1OC	x	x	101	94	x	96	x
67	O=C(Nc1nc(-c2ccccn2)cs1)c1ccc(S(=O)(=O)N2CCCCC2)cc1	x	x	48*	33	x	42	x
68	O=C(Nc1ccc(OC(F)(F)F)cc1)C1=NCCN1	x	x	112	112	x	97	x
69	CCOc1nc(NC(=O)NS(=O)(=O)Oc2cccc(Cl)c2)nc(-c2ccccc2)n1	x	x	99	90	x	85	x
70	CCCOC(=O)c1[nH]c2c(c1C)C(=O)CC(c1ccc(OC)c(OC)c1)C2 (stereo not drawn)	x	x	105	97	x	91	x
71	C[C@]12CC[C@@H]3c4ccc(O)cc4CC[C@H]3[C@@H]1CCC2=O	x	x	93	78	x	81	x
72	CCOC(=O)C(C)(C)N(Cc1ccc(C)cc1)S(=O)(=O)c1ccc(Cl)c([N+](=O)[O-])c1	x	x	x	x	31	x	-6
73	O=C(Nc1ccc(-c2nc3ccccc3c(=O)o2)cc1)c1ccco1	x	x	x	x	16	x	34
74	O=C(CS(=O)(=O)c1ccc2ccccc2c1)Nc1ccccc1Cl	x	x	x	x	5	x	2
75	COc1ccc(N2C(=O)/C(=C\c3ccco3)N=C2SCC(=O)NC(C)C)cc1Cl	x	x	x	x	5	x	10

Part of the list above in a different format.
Results follow in this order: CYP2C19 act	CYP2C19 inh	Lung fibro prol	HUVEC prolif 384	CD11b adhes inh	H69AR inhibit	CD11b adhes enh
#64 COc1ccc(CN2CC(C(=O)NCCCN3CCN(Cc4ccccc4)CC3)CC2=O)cc1 (stereo not drawn)
  x	x	107	90	x	105	x
#66 COc1cc(NS(=O)(=O)c2ccc(Cl)cc2)c(C(=O)O)cc1OC
  x	x	101	94	x	96	x

New compounds follow
cpd	SMILES	CYP2C19 act	CYP2C19 inh	Lung fibro prol	HUVEC prolif 384	CD11b adhes inh	H69AR inhibit	CD11b adhes enh
76	COC(=O)c1c(-c2ccc(C)cc2)csc1NC(=O)c1c(-c2ccccc2)noc1C	x	x	x	x	-9	x	4
77	Fc1ccc(CSc2ccc(-c3ccc4c(c3)OCO4)nn2)cc1	x	x	x	x	14	x	61
78	FC(F)Sc1ccc(-n2cc(-c3ccc(Cl)cc3)[n+]3c2CCC3)cc1	x	x	x	x	7	x	5
79	COc1ccc(-n2c(SC(C)C(=O)Nc3ncc(Cl)cc3Cl)nc3ccccc32)cc1 (stereo not drawn)	x	x	x	x	52	x	-5
80	CCOc1ccc(N2C(=O)CC(N(CCc3ccc(OC)cc3)C(=O)c3cccc(F)c3)C2=O)cc1 (stereo not drawn)	x	x	x	x	2	x	20
81	COc1cc2c(cc1NC(=O)COC(=O)[C@@H](NC(=O)c1ccccc1)C(C)C)oc1ccccc12	x	x	x	x	26	x	-3
82	O=C(NCc1ccccn1)c1cn(-c2ccccc2)nc1-c1ccc(Cl)cc1	x	x	x	x	-3	x	-3
83	COc1ccc(C(=O)Nc2ccc(NC(=O)c3cccs3)cc2)cc1[N+](=O)[O-]	x	x	x	x	20	x	12
84	CC(=O)NCCNC(=O)CNC(=O)c1ccc(Cl)cc1	x	x	x	x	0	x	-4
85	O=C(COC(=O)c1c2c(nc3ccccc13)CCCCC2)c1ccc(Cl)s1	x	x	x	x	1	x	2
86	O=C(Nc1ccccc1)Nc1nnc(CSCc2ccccc2Cl)s1	x	x	x	x	28	x	16
